Bioassay records: PubChem, ICCB-Longwood Screening Facility, Harvard Medical School
PV pol inh: poliovirus RNA polymerase inhibition. P03300. poliovirus polymerase elongation, fluorescence polarization; active compounds read low. % elongation, % (compound at 16.7 µg/mL). actives 0.66% (n = 150,000); in the data active = % elongation below about 90%; note: some results filed as inactive read as strong as hits
Target sequence (P03300 1749-2209 limits assumed): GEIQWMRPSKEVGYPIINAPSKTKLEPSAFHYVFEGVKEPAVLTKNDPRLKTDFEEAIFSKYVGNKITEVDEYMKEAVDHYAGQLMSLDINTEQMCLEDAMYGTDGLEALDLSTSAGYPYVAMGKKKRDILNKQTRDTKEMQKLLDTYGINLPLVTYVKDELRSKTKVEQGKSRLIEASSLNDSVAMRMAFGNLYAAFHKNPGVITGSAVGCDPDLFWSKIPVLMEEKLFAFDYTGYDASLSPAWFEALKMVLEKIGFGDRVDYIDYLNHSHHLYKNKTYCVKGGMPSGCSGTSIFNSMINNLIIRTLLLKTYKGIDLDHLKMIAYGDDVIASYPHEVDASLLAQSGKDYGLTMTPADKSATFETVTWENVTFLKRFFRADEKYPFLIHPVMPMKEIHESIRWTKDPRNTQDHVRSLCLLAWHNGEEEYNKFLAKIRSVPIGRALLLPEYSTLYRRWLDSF
PV pol inh FP z-score: further read-out of PV pol inh, marked with its call; z-score; measured here: FP z-score; hits read low
Active calls of the source: *. An excerpt; count on the stated rates, not on these rows.

The line under a structure holds: PV pol inh | PV pol inh FP z-score
> CCOC(=O)c1c(S(=O)(=O)N2CCC(C(=O)Nc3ccc(C)cn3)CC2)c(C)n(C)c1C
  108 | 0.3
> CCn1c(=O)cc(OCC(=O)N2CCN(c3ccc(F)cc3)CC2)c2ccccc21
  97 | -2.4
> COc1ccc2c(Cl)c(C(=O)NN)sc2c1
  100 | -0.1
> CC(=O)N1CCn2c3c(c(=O)c4cc(C)ccc42)CCC31 (stereo unspecified)
  103 | 0.4
> Cn1nc(C(=O)O)c2ccccc2c1=O
  103 | 0.4
> O=C(CCc1nc2ccccc2c(=O)[nH]1)NCc1ccccn1
  101 | -0.3
> CCc1nc2cc(C)nn2c2nc3ccccc3n12
  100 | -0.4
> CC(=O)N1CCN(Cc2cc(=O)oc3cc(C)ccc23)CC1
  101 | -0.6
> O=c1c2ccccc2nc(SCc2ccccc2F)n1CCc1ccccc1
  103 | 0.4
> COc1ccccc1NS(=O)(=O)c1cccc(C(=O)N/N=C/c2c(CO)cnc(C)c2O)c1
  120 | 1.5
> CCOc1ccccc1NC(=O)CN1C(=O)COc2ccc(S(=O)(=O)N3CCOCC3)cc21
  116 | 0.1
> Cc1cc(S(=O)(=O)NCC(C)C)ccc1OCC(=O)N1CCN(Cc2ccc3c(c2)OCO3)CC1
  99 | -0.1
> O=c1oc2cc(O)ccc2cc1-c1cccc(Br)c1
  108 | 0.7
> CCC(C)(C)n1nnnc1C(C(C)C)N(Cc1cccnc1)Cc1ccco1 (stereo unspecified)
  99 | -1
> COc1ccc2c(c1)CC(C(=O)NCCCN1CCN(c3ccccc3F)CC1)CO2 (stereo unspecified)
  110 | 0.8
> Cc1ccc(NC(=O)c2nnn(Cc3cccc(C(F)(F)F)c3)c2N)c(C)c1
  110 | 1.4
> CCC(=O)N(Cc1cc(=O)[nH]c2ccccc12)C1CCCCC1
  103 | 0.5
> Cc1ccc(C(=O)N/C(=C\c2cccnc2)C(=O)N2CC3CC(C2)c2cccc(=O)n2C3)cc1 (stereo unspecified)
  102 | 0.3
> COc1ccc(C2=NOC(C(=O)NCCc3ccccc3)C2)cc1 (stereo unspecified)
  105 | 0.9
> COc1ccc(-n2nnnc2C2CCN(S(=O)(=O)c3ccc(C)cc3)CC2)cc1
  110 | 0.5
> O=C(NCc1ccco1)C1c2ccccc2Oc2ccccc21
  103 | 0.4
> O=C(Cc1ccc(-n2c(=S)[nH]c3ccccc3c2=O)cc1)NC1CCCCC1
  99 | -1.1
> Cc1cccnc1NC(=O)c1ccccc1C(=O)O
  103 | 0.5
> O=C(CN1CCN(C2CCCCC2)CC1)N(c1ccccc1)c1ccc(O)cc1
  103 | 0.6
> N#CCCN/N=C/c1ccc(-c2ccc(SC(F)F)cc2)o1
  113 | 1.1
> CCN1CCN(C(c2cccnc2)c2c(NC(C)=O)sc3c2CCCC3)CC1 (stereo unspecified)
  102 | 0
> NC(=S)c1cnc(-c2ccncc2)nc1N
  99 | -0.7
> CCOc1ccc(-c2cc(NC(=O)CCSCCc3ccccn3)on2)cc1OCC
  101 | 0.3
> C=CCN1C(=O)c2ccccc2Sc2ccc(C(=O)NCC(OC)OC)cc21
  101 | -0.2
> Cc1ccc(C(=O)c2cn(Cc3ccccc3)c3ccccc3c2=O)cc1
  107 | -0.1
> Cc1ccc(-c2[nH]c3ccccc3c2SCCNC(=O)c2ccc(S(=O)(=O)N(C)C)cc2)cc1
  103 | -0.7
> Cc1cc(=O)oc2c3c(ccc12)OCN(c1ccccc1)C3
  102 | 0.2
> CC(=O)NC12CC3CC(C1)CC(C(=O)Nc1ccc(N4CCCCC4)cc1)(C3)C2
  107 | 0.6
> O=C(NC1CCCCCC1)C1Cc2ccccc2CN1C(=O)c1ccco1 (stereo unspecified)
  102 | -0.2
> CC1CCN(Cc2ccc(NC(=O)c3ccc4c(=O)n5c(nc4c3)CCCCC5)cc2)CC1
  100 | -0.6
> CCc1nc2sc3c(c2c(=O)n1O)CCC3
  103 | 0.7
> N#Cc1c(NC(NC(=O)c2ccccc2)C(=O)c2cccs2)sc2c1CCCC2 (stereo unspecified)
  100 | -0.4
> O=C(c1cccc(N2C(=O)C3CC=CCC3C2=O)c1)N1CCCc2ccccc21 (stereo unspecified)
  103 | 1
> CCOc1ccc(C(=O)NCCc2csc(-c3cccc(F)c3)n2)cc1OCC
  98 | -2.1
> O=C1CC(N2CCCCC2)C=C1Nc1ccc(F)cc1 (stereo unspecified)
  115 | 1.1
> FC(F)(F)c1nnc2ccc(N3CCCCC3)nn12
  97 | -0.6
> CCOC(=O)c1cnc2ccc(C(=O)OC)cc2c1NCCCO
  103 | 0.3
> O=C(Nc1nc(-c2ccccc2)cs1)C1CC1
  100 | -0.5
> Cc1ccc(CNc2nc3ccc(Cl)cc3n3nnnc23)cc1
  110 | 1.4
> CC(NC(=O)C12CC3CC(CC(C3)C1)C2)C(c1ccccc1)N1CCN(C)CC1 (stereo unspecified)
  103 | 0.2
> COc1cccc(/C=N/n2cnc3cc(C)c(C)cc32)c1OC
  101 | -0.4
> Cn1nc(C(=O)N(Cc2ccco2)C2CCCCC2)c2c1-c1ccccc1SC2
  102 | 0.1
> CCN1C(=O)C2(c3ccccc31)c1c(oc3ccc(C)cc3c1=O)C(=O)N2CCCOC(C)C (stereo unspecified)
  108 | 0.5
> Cc1ccc(C)[n+](C)c1
  104 | 0.8
> CCOC(=O)c1cc(OC(=O)c2ccccc2C)n(-c2ccccc2)n1
  105 | 0.1
> O=C(c1cn(Cc2ccccc2)nc1-c1ccccc1)N1CCN(CCO)CC1
  103 | 0.3
> COc1ccccc1NC(=O)C1=C(C)Nc2nc(SCc3ccccc3)nn2C1c1ccccn1 (stereo unspecified)
  105 | 0
> CC(=O)Nc1sc2c(c1CN1CCCC1)CCCC2
  108 | 0.7
> O=c1n(Cc2cccc(C(F)(F)F)c2)c2ccccc2c2nc(-c3ccccc3)nn12
  108 | 1.2
> COc1ccc(NC(=O)CC(C)NCc2ccc(CN3CCCC3)cc2)cc1 (stereo unspecified)
  96 | -0.9
> COc1ccccc1C(C)NCC(=O)Nc1ccccc1C(=O)NC1CC1 (stereo unspecified)
  105 | 0.5
> N=c1n(CCO)c2ccccc2n1Cc1ccc(Cl)cc1
  103 | 0.3
> COc1ccc(NC(C)=O)cc1NC(=O)c1cccn(Cc2ccccc2)c1=O
  104 | -0.7
> Cc1cc(C)c(NC(=O)C(=O)NCC(c2cccnc2)N2CCN(Cc3ccccc3)CC2)c(C)c1 (stereo unspecified)
  106 | -0.6
> COc1cc2c(cc1OC)C(C)N(S(=O)(=O)c1ccc3[nH]c(=O)ccc3c1)CC2 (stereo unspecified)
  104 | 1.2

Later entries.
The line under a structure holds: PV pol inh | PV pol inh FP z-score
> CCOC(=O)c1c(NC(=O)COC(=O)/C=C/c2ccco2)sc(CC)c1C
  100 | -0.3
> COc1cccc(C(=O)Nc2nnc(S(=O)(=O)N3CCCC3)s2)c1
  109 | 0.1
> O=C(CCS(=O)(=O)c1ccc(Br)cc1)N1CCCCCC1
  103 | 0.6
> CC1CCCN(C(=O)c2cc3ccc4cccnc4c3[nH]2)C1 (stereo unspecified)
  111 | 0.4
> CCS(=O)(=O)c1ncc(Cl)c(C(=O)N(Cc2ccccc2)Cc2ccco2)n1
  117 | 0.2
> CCOc1ccc(-n2c(SCC(N)=O)nc3c(oc4ccccc43)c2=O)cc1
  104 | -0.2
> CCOC(=O)c1cnc2c(C(F)(F)F)cccc2c1N1CCN(C)CC1
  103 | 0.5
> CCc1ccc(OCc2ccc(C(=O)Nc3nc4ccccc4n3CCN3CCCCC3)o2)cc1
  101 | 0
> OCCNc1nc(-c2cccnc2)nc2ccccc12
  103 | 0.6
> CCO/C=N/c1oc(-c2ccccc2)nc1C#N
  103 | 0.5
> O=C(N/N=C/c1cccc(S(=O)(=O)N2CCOCC2)c1)C1=COCCO1
  106 | 0.4
> Cc1cc(NN)nc(-c2ccccc2O)n1
  102 | 0.4
> Cn1c(C2CC2)n[nH]c1=S
  108 | 1.4
> N#Cc1ccc(COC(=O)c2cc3ccccc3c(=O)[nH]2)cc1
  106 | 0.2
> Cc1cccc(C)c1Nc1c(-c2ccccc2F)nc2cccc(C)n12
  88* | -3.6*
> CC1CCCCC1NC(=O)COC(=O)/C=C/c1ccc2c(c1)OCO2 (stereo unspecified)
  101 | -0.3
> CC12CN3CC(C)(CN(C1)C3c1ccc(O)cc1O)C2=O (stereo unspecified)
  103 | 0.4
> O=C(CSc1nnc(-c2ccncc2)o1)NC1C2CC3CC(C2)CC1C3 (stereo unspecified)
  105 | 1
> Cc1cc(C)cc(NC(=O)c2ocnc2C)c1
  100 | -0.1
> Nc1nc(COC(=O)c2cc(S(=O)(=O)NC3CC3)ccc2Br)nc(Nc2ccccc2)n1
  106 | -0.5
> CCOC(=O)c1cc(-c2ccc(S(=O)(=O)NCC3CCCN3CC)s2)on1 (stereo unspecified)
  101 | 0.2
> COc1ccc2c(c1)nc(NCCCO)n2Cc1ccccc1
  105 | 0.3
> CCCCn1c(N)c(C(=S)NC(=O)CC(C)C)c(=O)n(C)c1=O
  104 | 0.1
> COc1cccc(C2C(C(=O)Nc3ccccc3OC)=C(C)Nc3nc4ccccc4n32)c1 (stereo unspecified)
  107 | 0.4
> CC(Sc1n[nH]c(-c2cccs2)n1)C(=O)Nc1ccc(C(N)=O)cc1 (stereo unspecified)
  98 | -0.6
> Cc1ccc(-n2c3c(c(=O)[nH]c2=O)C(NC(=O)c2ccccc2F)(C(F)(F)F)C(=O)N3)cc1C (stereo unspecified)
  105 | 0.2
> CN(N)P(=S)(c1ccccc1)N(C)N
  76* | -2*
> COc1ccc(-c2onc(C)c2C)cc1S(=O)(=O)N1c2ccccc2CC1C (stereo unspecified)
  108 | 0.3
> N#Cc1c(Cl)cccc1I
  102 | 0
> COC(=O)c1sc(N)c(C(=O)OC)c1CSc1nc2sc3c(c2c(=O)n1C)CCC3
  101 | -0.3
> O=C(O)c1cc2ccccc2c(=O)[nH]1
  95 | -2.1
> N#Cc1cccc(C(=O)OCC(=O)NC2CC2)c1
  100 | -0.6
> COc1cccc(COC(=O)c2nc3nc(C)cc(C)n3n2)c1
  108 | 0.6
> COc1ccc(Nc2c3c(nc4ccccc24)CCC3)cc1Cl
  103 | -0.2
> OC(COCc1ccccc1)Cn1c2ccccc2c2ccccc21 (stereo unspecified)
  109 | 0.9
> CC(C)(C)c1ccc(C(=O)Nc2ccc(OCc3cc(=O)n4ccsc4n3)cc2)cc1
  113 | 1.4
> Cc1cc(Cl)nc(SCC(=O)c2ccccc2)n1
  101 | -0.3
> O=C(c1cccc(S(=O)(=O)N2CCOCC2)c1)N1CCSC1=NCc1ccccc1
  92 | -2
> COc1ccc(-c2noc(C3CC(=O)N(c4ccccc4)C3)n2)c(OC)c1 (stereo unspecified)
  108 | 0.4
> COc1cccc(NC(=O)c2cccc3c2SCCC3=O)c1
  101 | -0.3
> O=S1(=O)CC2N=C(N/N=C/c3ccccc3)SC2C1 (stereo unspecified)
  101 | 0
> COc1ccc(NC(=O)c2cnc(N3CCCC3)nc2)cc1OC
  108 | 0.4
> Cc1ccsc1C(=O)OCC(=O)c1ccccc1
  104 | 0.9
> CCOc1ccc(NC(=O)CN(C)C(C)c2nnc(-c3cccs3)o2)cc1OCC (stereo unspecified)
  102 | -0.1
> COc1ccc(-c2cc(C)no2)cc1S(=O)(=O)N1CCN(c2ccccc2F)CC1
  105 | -0.4

Part of the list above in order of formula weight, lowest first:
The line under a structure holds: PV pol inh | PV pol inh FP z-score
> O=C(O)c1cc2ccccc2c(=O)[nH]1
  95 | -2.1
> N#Cc1cccc(C(=O)OCC(=O)NC2CC2)c1
  100 | -0.6
> Cc1ccsc1C(=O)OCC(=O)c1ccccc1
  104 | 0.9
> N#Cc1c(Cl)cccc1I
  102 | 0
> Cc1cc(Cl)nc(SCC(=O)c2ccccc2)n1
  101 | -0.3
> O=S1(=O)CC2N=C(N/N=C/c3ccccc3)SC2C1 (stereo unspecified)
  101 | 0
> COc1cccc(NC(=O)c2cccc3c2SCCC3=O)c1
  101 | -0.3
> COc1ccc(NC(=O)c2cnc(N3CCCC3)nc2)cc1OC
  108 | 0.4
> OC(COCc1ccccc1)Cn1c2ccccc2c2ccccc21 (stereo unspecified)
  109 | 0.9
> COc1ccc(-c2noc(C3CC(=O)N(c4ccccc4)C3)n2)c(OC)c1 (stereo unspecified)
  108 | 0.4
> COc1ccc(-c2cc(C)no2)cc1S(=O)(=O)N1CCN(c2ccccc2F)CC1
  105 | -0.4
> CC(C)(C)c1ccc(C(=O)Nc2ccc(OCc3cc(=O)n4ccsc4n3)cc2)cc1
  113 | 1.4
> O=C(c1cccc(S(=O)(=O)N2CCOCC2)c1)N1CCSC1=NCc1ccccc1
  92 | -2
> COC(=O)c1sc(N)c(C(=O)OC)c1CSc1nc2sc3c(c2c(=O)n1C)CCC3
  101 | -0.3

New compounds follow:
The line under a structure holds: PV pol inh | PV pol inh FP z-score
> N#CC1(C#N)C(c2ccccc2Cl)C(C(=O)C2CC2)N2C=CC=CC21 (stereo unspecified)
  122 | 1.7
> CCCOc1ccc(-c2nc(N3CCCCC3)c3ccccc3n2)cc1
  105 | 0.1
> Cc1cccc(CNC(=O)CCCn2c(=O)c3cccn3c3ccc(F)cc32)c1
  110 | 0.5
> COC(=O)c1sc(N)c(C(=O)OC)c1COC(=O)C1CC(=O)N(Cc2ccco2)C1 (stereo unspecified)
  110 | 1.3
> CC1=C(C(=O)NCc2ccccc2C)C2(CCCCCC2)OC1=O
  104 | -0.4
> COc1ccccc1OC(C)C(=O)Nc1cccc(-c2nc3ccccc3s2)c1 (stereo unspecified)
  98 | -0.6
